# TMEM16A inh – blocks the mouse calcium-activated chloride channel TMEM16A; AID 588511; HEK293 TMEM16A/YFP iodide influx fluorescence, ionomycin; Q8BHY3; normalized B-score (activity score, 25-100; higher = stronger inhibition) at 10 µM; 310,000 tested, 1.2% active;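 active means ratio plate-corrected score three or more library SD toward inhibition, starting fluorescence score within five deviations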;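 further: score derived from kinetic fluorescence span divided by baseline fluorescence per well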
# ANO1 activ – mouse TMEM16A channel activation, primary screen | B-score at 10 µM | AID 623877 | Q8BHY3 | 340,000 tested, 0.3% active | HEK293 TMEM16A/YFP-H148Q/I152L, iodide quench fluorescence; hits give low values;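 active means fluorescence-ratio B-score plate-corrected deviation score at least 3 library SD below zero, with starting fluorescence score within 5 deviations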;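 further: channel opened by trigger with iodide after compound preincubation; score built on the fluorescence ratio of max minus min over baseline; more negative score means more quench and so TMEM16A activation or potentiation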
# SKKanGAS inh – inhibitors of SKKanGAS S. pyogenes growth in kanamycin (SK-promoter or general growth effect). AID 1662. inhibition, % at 7.5 µM. BacTiter-Glo, 6 h. 300,000 tested, 1.3% active;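 active means mean replicate score, as percent of positive control median, at least 50; inconclusive means mean below 50 but one replicate at or above 50; inactive means mean and every replicate below 50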;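 further: strain carries kanamycin resistance gene driven by streptokinase promoter and grows in 40 µg/ml kanamycin; loss of luminescence reflects streptokinase promoter inhibition or plain growth inhibition; 0% = median of DMSO wells and 100% = positive control at its reference dose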
# MrgX1 PAM – human MrgX1 positive allosteric modulation, primary screen | Q96LB2 | MrgX1-HEK293, Fluo-4 calcium flux, FDSS; hits give high values | B-score at 10 µM | 310,000 tested, 0.63% active | AID 588675;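 active means plate-corrected calcium response at least 3 library SD above typical, normal starting fluorescence, not activating the receptor alone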;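 further: compound read alongside a low EC10 to EC30 dose of BAM8-22 agonist; peak minus trough fluorescence over baseline measured at the second addition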
# Target sequence (Q96LB2 whole entry, looked up): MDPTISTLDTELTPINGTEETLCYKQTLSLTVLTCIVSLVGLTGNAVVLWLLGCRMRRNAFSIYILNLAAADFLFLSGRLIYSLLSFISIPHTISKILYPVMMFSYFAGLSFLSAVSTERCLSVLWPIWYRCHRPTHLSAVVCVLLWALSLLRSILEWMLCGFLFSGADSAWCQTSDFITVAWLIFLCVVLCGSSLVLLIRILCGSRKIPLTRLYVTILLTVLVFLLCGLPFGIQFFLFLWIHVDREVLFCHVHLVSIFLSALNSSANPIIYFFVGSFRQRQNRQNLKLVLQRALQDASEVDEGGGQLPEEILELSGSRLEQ
# MrgX1 agonist – agonists of human MrgX1 receptor; Q96LB2; MrgX1-HEK293 cells, Fluo-4 calcium fluorescence, agonist mode; hits give high values; B-score at 10 µM; 310,000 tested, 0.44% active;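 active means calcium response B-score plate-corrected fluorescence ratio at least 3 library SD, with starting fluorescence B-score inside 5 SD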
#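 Assay system: MrgX1-expressing HEK293 cells / Amount: fifteen thousand cells per well / Doses: test compound in the initial addition of three / Timing: cells plated overnight, dye loaded 0.5 h 37 °C, 0.5 h room temperature / Technique: kinetic calcium dye fluorescence, Fluo-4 NW / Control set: positive and negative controls per plate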
# TRPC6 act – mouse TRPC6 channel activation; Q61143; B-score at 10 µM; HEK293-TRPC6 membrane potential dye fluorescence; hits give high values; 310,000 tested, 0.13% active;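 active means B-score of the integrated fluorescence ratio above library mean plus 3 SD, and starting fluorescence ratio within library mean plus 5 SD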;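 further: higher score means more depolarization so channel activation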
# HDAC3 inh – inhibitors of human histone deacetylase 3 | O15379 | recombinant HDAC3, fluorogenic peptide/trypsin coupled, fluorescence | inhibition, % at 8.3 µM | 320,000 tested, 0.15% active | AID 2718; in the data active means inhibition above about 26%, passing the limit was not always enough; inconclusive means no clear call, values can overlap the other calls
# Target sequence (O15379 whole entry, looked up): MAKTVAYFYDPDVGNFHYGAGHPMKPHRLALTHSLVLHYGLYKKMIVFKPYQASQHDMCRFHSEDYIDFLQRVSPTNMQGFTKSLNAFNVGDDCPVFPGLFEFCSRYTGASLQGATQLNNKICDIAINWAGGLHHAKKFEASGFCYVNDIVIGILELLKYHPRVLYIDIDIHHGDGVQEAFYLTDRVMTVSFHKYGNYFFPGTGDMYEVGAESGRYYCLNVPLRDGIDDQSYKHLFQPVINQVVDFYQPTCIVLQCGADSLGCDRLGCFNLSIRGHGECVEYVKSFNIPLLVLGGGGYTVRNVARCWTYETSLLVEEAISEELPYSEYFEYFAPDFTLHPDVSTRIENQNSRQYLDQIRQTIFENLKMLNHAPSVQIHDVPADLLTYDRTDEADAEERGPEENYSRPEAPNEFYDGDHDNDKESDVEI
# MrgX1 antag – antagonists of human MrgX1 receptor. MRGX1-HEK293 calcium flux, Fluo-4, BAM8-22 antagonism; hits give low values. B-score at 10 µM. 310,000 tested, 1.3% active. AID 588676;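 active means calcium-response B-score plate-corrected more than 3 library SD below zero, starting fluorescence within 5 deviations, no agonist response on first addition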;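 further: peak minus trough fluorescence over baseline after final BAM8-22 challenge near maximal dose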
# RGS4 pot – RGS4 potentiation or activation. B-score at 10 µM. HEK293 M3R/inducible RGS4, carbachol calcium flux Fluo4; hits give low values. 310,000 tested, 0.92% active;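 active means B-score of the integrated calcium signal more than 4 SD below the library mean, with starting fluorescence not abnormally high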;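 further: negative B-score means reduced calcium response which marks RGS4 activation or potentiation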
#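 Test system: HEK293 cells with stable M3R and inducible RGS4; also added: carbachol at ECmax as muscarinic agonist stimulus; schedule: dye loading 30 min 37 °C, buffer rest 30 min RT; technique: kinetic calcium fluorescence imaging with Fluo4-AM dye, 2 µM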
# RGS4 inh – human RGS4 inhibition | 310,000 tested, 0.45% active | B-score at 10 µM | AID 463165 | HEK293 M3R/RGS4 inducible, Fluo-4 calcium flux; hits give high values; triggered by carbachol at its EC20;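 active means B-score, a plate-corrected calcium signal, over three deviations above library mean, with baseline fluorescence within five deviations of library mean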;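 further: RGS4 expression induced by doxycycline in cells with stable M3 receptor; B-score is computed from the integrated fluorescence ratio over baseline after carbachol; higher B-score means a larger calcium signal and so more RGS4 inhibition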
# Target sequence (P49798 whole entry, looked up): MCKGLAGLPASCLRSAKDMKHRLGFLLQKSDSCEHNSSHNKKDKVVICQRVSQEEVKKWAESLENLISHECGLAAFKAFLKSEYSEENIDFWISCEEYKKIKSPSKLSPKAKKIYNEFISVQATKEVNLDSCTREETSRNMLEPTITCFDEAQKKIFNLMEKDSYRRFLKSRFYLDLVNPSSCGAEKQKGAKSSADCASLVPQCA
# TRPC6 inhibitor – mouse TRPC6 channel inhibition. Q61143. HEK293-TRPC6, membrane potential dye, ACh-evoked depolarization; hits give low values. B-score at 10 µM. 310,000 tested, 1.1% active;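 active means B-score under library mean minus 3 SD, initial fluorescence not abnormally high, positive integrated signal ratio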;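 further: B-score derived from integrated fluorescence ratio over the kinetic read; more negative B-score means stronger inhibition of depolarization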
# Active calls of the source: *; i = inactive; u = inconclusive; x = no result given.
Compound	TMEM16A inh	ANO1 activ	SKKanGAS inh	MrgX1 PAM	MrgX1 agonist	TRPC6 act	HDAC3 inh	MrgX1 antag	RGS4 pot	RGS4 inh	TRPC6 inhibitor
O=C(c1c(O)c2ccccc2oc1=O)C1CCC1	i	i	-4	i	i	i	u	i	i	i	i
O=c1c2c3c(sc2n2cnnc2n1-c1ccccc1)N(Cc1ccccc1)CCC3	i	x	-2	i	i	i	-5	i	i	i	-7*
O=C(CCC(=O)NNC(=O)COc1ccc(Br)cc1)NCc1ccccc1	i	i	3	i	i	i	3	i	i	i	i
CCN(CC)c1cc2nc(C)n(Cc3ccccc3)c(=O)c2cc1NC(=O)C1CC1	i	i	-8	i	i	i	0	i	i	i	i
O=c1[nH]nc(Cc2ccc3ccccc3n2)c2ccccc12	i	i	-7	i	i	i	7	i	i	i	i
CCOC(=O)C1=C(C)Nc2ccccc2N=C1N	i	i	-1	i	i	i	-2	i	i	i	i
Cc1ccc(C2C3=C(CC(C)(C)CC3=O)NC3=C2C(=O)c2ccccc23)cc1 (stereo unspecified)	i	i	17	i	i	i	11	i	i	i	i
Cc1cc(Cl)ccc1NC(=S)NCc1ccco1	i	i	-3	i	i	i	-4	i	i	i	i
Cc1cc(C)c(C)c(OCCCOc2cccc3cccnc23)c1	i	i	61*	i	i	i	6	i	i	i	i
Cc1nc(NC(=O)C(C)Oc2cccc(Cl)c2)sc1C(=O)N(C)C (stereo unspecified)	i	i	-1	i	i	i	0	i	i	i	i
CCOC(=O)C1=C(C)N(C)C(=S)NC1c1ccc(Cl)cc1 (stereo unspecified)	i	i	-3	i	i	i	3	i	i	i	i
O=C(Nc1ccc(N2CCN(C(=O)c3ccccc3)CC2)cc1)c1ccc2c(c1)OCO2	i	i	-2	i	i	i	2	i	i	i	i
CC(=O)NS(=O)(=O)c1ccc(NC(=O)/C=C/c2ccc(C)o2)cc1	i	i	-11	i	i	i	5	i	i	i	i
O=C(Cc1ccccc1F)Nc1ccc2c(c1)CCC2	i	i	3	i	i	i	2	i	i	i	i
O=C(COc1cccc(Cl)c1)Nc1ccc2c(c1)CCC2	i	i	-1	i	i	i	-5	i	i	i	i
COc1ccc(NC(=O)CN2CCc3ccccc3C2)cc1OC	i	i	-5	i	i	i	3	i	i	i	i
COc1cc(C)nc(Oc2ccc(=O)n(C)n2)n1	x	i	-6	x	x	i	x	x	i	i	i
COc1ccc(NC(=S)N(Cc2ccc(N(C)C)cc2)Cc2ccco2)cc1	i	i	-1	i	i	i	2	i	i	i	i
COc1ccc(CNC(=O)CCCn2ncn3c(cc4occc43)c2=O)cc1	i	i	-10	i	i	i	5	i	i	i	i
Cc1cccc(C(=O)NC(=S)Nc2c(C)n(C)n(-c3ccccc3)c2=O)c1	i	i	-3	i	i	i	-5	i	i	i	i
COc1ccc(COC(=O)CCS(=O)(=O)c2ccc(C)cc2)cc1	i	i	-3	i	i	i	-1	i	i	i	i
O=C(Nc1nc2ccccc2[nH]1)c1ccc(S(=O)(=O)N2CCOCC2)cc1	i	i	3	i	i	i	-3	i	i	i	i
c1ccc(Nc2nc(N3CCOCC3)nc(N3CCOCC3)n2)cc1	i	i	-7	i	i	i	2	i	i	i	i
Cc1cc(C)c2sc(N(CCN(C)C)C(=O)c3cc(Cl)sc3Cl)nc2c1	i	i	-6	i	i	i	3	i	i	i	i
O=C(CN1CCNCC1)NCCSc1ccc(Cl)cc1	i	i	-2	i	i	i	2	i	i	i	i
COC(C[C@@H]1O[C@@H]1C(=O)[C@H](C)OCc1ccccc1)OC	i	i	4	i	i	i	0	i	i	i	i
COc1cc(OC)cc(C(=O)N[C@H](C(=O)OCC(=O)NC(=O)NC(C)(C)C)C(C)C)c1	i	i	-3	i	i	i	10	i	i	i	i
O=C(CSc1nc2ccccc2nc1N1CCCCC1)Nc1ccc(F)cc1	i	i	14	i	i	i	3	i	i	i	i
O=C(NNc1c(Cl)cccc1Cl)c1ccno1	i	i	-10	i	i	i	-4	i	i	i	i
COc1ccc(CCN(C)C(=O)C2CCN(C(=O)Nc3ccccc3)CC2)cc1OC	i	i	6	i	i	i	-7	i	i	i	i
CCCNC(=O)c1cc(S(=O)(=O)N2CCCCC2)c[nH]1	i	-8.3*	-5	i	i	i	-6	i	i	i	i
COc1cc(CN2CCC(N3CCC(C(=O)N4CCCC4)CC3)CC2)cc2c1OCO2	i	i	1	i	i	i	-2	i	i	i	i
CCCCCNCC(=O)Nc1cccc(C(=O)Nc2cccc(C(F)(F)F)c2)c1	i	i	5	i	i	i	-2	-7*	i	i	i
CN1CCN(C(=O)CCc2nc3ccccc3c(=O)[nH]2)CC1	i	i	-3	i	i	i	-9	i	i	i	i
CC(C)OCCCn1c(-c2ccc(Br)cc2)c[nH]c1=S	i	i	-1	i	i	i	7	i	i	i	i
O=[N+]([O-])c1ccccc1-c1cc(-c2ccccc2O)n[nH]1	i	i	5	i	i	i	6	i	i	i	i
O=C(Oc1ccccc1N1CCOCC1)c1ccccc1	i	i	0	i	i	i	-18	i	i	i	i
Cn1cccc1/C=N/NC(=O)c1ccc[n+]([O-])c1	i	i	-15	i	i	i	4	i	i	i	i
CNC[C@@H](Cc1ccccc1)NC[C@@H](CC1CCCCC1)NCCCc1ccccc1	i	i	64*	i	i	i	-3	i	i	i	i
COc1ccc(C(C(=O)NCC2CCCO2)N(C(=O)CNC(=O)c2ccco2)c2ccccc2)cc1OC (stereo unspecified)	i	i	-4	i	i	i	-6	i	i	i	i
COc1cccc(C(=O)NC2CC3CCCC(C2)N3S(=O)(=O)c2ccccc2)c1 (stereo unspecified)	i	i	-13	i	i	i	-1	i	i	i	i
COc1ccc(C=C2C=C(C(C)(C)C)C(=O)C(C(C)(C)C)=C2)cc1OC	i	i	-19	i	i	i	13	i	i	i	i
Cc1ccc(/C(=N/Nc2ncnc3ccccc23)C(=O)O)cc1	i	i	-9	i	i	i	10	i	i	i	i
CC(=O)c1cccc(NS(=O)(=O)c2ccc(-c3cc(C)no3)s2)c1	i	i	-9	i	i	i	4	i	i	i	i
Cc1cccc(C)c1NCc1n[nH]c(=S)n1-c1ccccc1	i	i	-4	i	i	i	2	i	i	i	i
COc1ccc(C(=O)OCCN2C(=O)c3ccccc3C2=O)cc1	i	i	-1	i	i	i	x	i	-8.7*	i	i
CCCCCc1cc(=O)oc2c(C(CCN3CCCC(C)C3)c3ccc4c(c3)OCO4)c(OC)cc(OC)c12 (stereo unspecified)	i	i	8	i	i	i	7	i	i	i	i
Nc1nc(SCC(=O)Nc2ccc(Cl)c(S(=O)(=O)N3CCOCC3)c2)n[nH]1	i	i	-3	i	i	i	3	i	i	i	i
Cc1ccc2nc(SCC(=O)Nc3cccc(S(=O)(=O)NC4=NCCCCC4)c3)[nH]c2c1	i	i	17	i	i	i	x	i	i	i	i
Cc1ccc(NC(=O)CNC2CCCCC2)cc1Cl	i	i	-4	i	i	i	-1	i	i	i	i
Cc1onc(-c2ccccc2Cl)c1C(N)=O	i	i	-4	i	i	i	2	i	i	i	i
Fc1ccccc1NC(=S)N(CCCN1CCOCC1)Cc1cccnc1	i	i	3	i	i	i	-1	i	i	i	i
O=C1CCCN1CCCNc1ncccc1[N+](=O)[O-]	i	i	-13	i	i	i	6	i	i	i	i
O=C(CO/N=C/c1ccccc1OC(F)F)NC1CCCCC1	i	i	-3	i	i	i	5	i	i	i	i
CCN(CC)S(=O)(=O)c1cccc(C(=O)N/N=C2\CC(=O)CC(C)(C)C2)c1	i	i	20	i	i	i	1	i	i	i	i

# Reformatted with values under each structure: entries from further up.
# Below each compound: TMEM16A inh	ANO1 activ	SKKanGAS inh	MrgX1 PAM	MrgX1 agonist	TRPC6 act	HDAC3 inh	MrgX1 antag	RGS4 pot	RGS4 inh	TRPC6 inhibitor
O=C(c1c(O)c2ccccc2oc1=O)C1CCC1
 : i	i	-4	i	i	i	u	i	i	i	i
O=c1c2c3c(sc2n2cnnc2n1-c1ccccc1)N(Cc1ccccc1)CCC3
 : i	x	-2	i	i	i	-5	i	i	i	-7*
O=C(CCC(=O)NNC(=O)COc1ccc(Br)cc1)NCc1ccccc1
 : i	i	3	i	i	i	3	i	i	i	i
CCN(CC)c1cc2nc(C)n(Cc3ccccc3)c(=O)c2cc1NC(=O)C1CC1
 : i	i	-8	i	i	i	0	i	i	i	i
O=c1[nH]nc(Cc2ccc3ccccc3n2)c2ccccc12
 : i	i	-7	i	i	i	7	i	i	i	i
CCOC(=O)C1=C(C)Nc2ccccc2N=C1N
 : i	i	-1	i	i	i	-2	i	i	i	i
Cc1ccc(C2C3=C(CC(C)(C)CC3=O)NC3=C2C(=O)c2ccccc23)cc1 (stereo unspecified)
 : i	i	17	i	i	i	11	i	i	i	i
Cc1cc(Cl)ccc1NC(=S)NCc1ccco1
 : i	i	-3	i	i	i	-4	i	i	i	i
Cc1cc(C)c(C)c(OCCCOc2cccc3cccnc23)c1
 : i	i	61*	i	i	i	6	i	i	i	i
Cc1nc(NC(=O)C(C)Oc2cccc(Cl)c2)sc1C(=O)N(C)C (stereo unspecified)
 : i	i	-1	i	i	i	0	i	i	i	i
CCOC(=O)C1=C(C)N(C)C(=S)NC1c1ccc(Cl)cc1 (stereo unspecified)
 : i	i	-3	i	i	i	3	i	i	i	i
O=C(Nc1ccc(N2CCN(C(=O)c3ccccc3)CC2)cc1)c1ccc2c(c1)OCO2
 : i	i	-2	i	i	i	2	i	i	i	i

# Bioassay records deposited in PubChem BioAssay by several laboratories.
